Compound activity from PubChem BioAssay.
LYP phosphatase – PTPN22 lymphoid phosphatase activity blockers – biochemical, fluorescence intensity, uHTS (AID 1779); hit rate 0.054% among 290,000; recombinant LYP phosphatase, fluorescence intensity; higher % means a stronger effect; inhibition, % at 11.5 µM; hits with a dose series show IC50 in µM;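 note: plate controls were vehicle with enzyme for no effect and no enzyme for full effect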
CSM14.1 death rescue – rescue of cells from ER stress-induced death, primary screen, 384-well, CSM14.1, thapsigargin, ATP luminescence (AID 1222); CSM14.1 thapsigargin-induced death rescue, ATP luminescence; higher % means a stronger effect; one-dose cellular ATP content (survival), % at 20 µM; EC50 in µM for titrated hits; 190,000 tested, under 10 active;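 active = EC50 below 50 µM in the dose-response confirmation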;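 note: death triggered by thapsigargin at about 15 µM added after 2 h compound pretreatment; cell ATP read after overnight thapsigargin exposure of roughly 18 to 22 hours; normalized against plate controls of thapsigargin alone and 5% DMSO vehicle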
M1AAP inhibition – malaria alanyl aminopeptidase activity blockers – biochemical, fluorogenic H-Leu-NHMec substrate, 1536-well (AID 1445). recombinant M1AAP, H-Leu-NHMec fluorogenic kinetic assay; higher % means a stronger effect. inhibition, % at 30 µM, or IC50 in µM where a hit was titrated. hit rate 0.42% among 220,000;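 active = primary inhibition above the hit cutoff, then over 50% inhibition at one or more dose response concentrations, cut at about 23% in these data, passing the limit was not always enough; inconclusive = conflicting primary data, or primary hits not chosen for dose response; inactive = low primary inhibition, or under 50% at every dose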;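 note: plate controls were DMSO full reaction for no effect and no enzyme background for full effect; strong numbers were not always called active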
TNAP activation fold – human TNAP enzyme activators, primary screen, biochemical, luminescent, no phosphate acceptor, uHTS (AID 1001) | purified TNAP, luminescent activation assay, no phosphate acceptor; higher activation fold means a stronger effect | hit rate 0.03% among 200,000 | activation fold at 20 µM; hits with a dose series show EC50 in µM; in the data active = activation fold from about 3, or a potency from the dose series; inactive = the rest, 99 in 100 with activation fold below about 1.6; note: many of its hits are not listed in these tables
PMI inhibitors – MPI enzyme activity inhibition – biochemical, fluorescence intensity, coupled assay, primary screen (AID 1209); hit rate 0.42% among 190,000; purified PMI enzyme, coupled fluorescence intensity; higher % means a stronger effect; inhibition, % at 20 µM, or IC50 in µM where a hit was titrated;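 note: plate controls were DMSO vehicle for no effect and wells lacking substrate for full effect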
P. falciparum M17LAP – P. falciparum M17LAP inhibitors, primary screen, biochemical, fluorogenic H-Leu-NHMec substrate, 1536-well (AID 1619). recombinant M17LAP, H-Leu-NHMec fluorogenic kinetic assay; higher % means a stronger effect. inhibition, % at 30 µM; hits with a dose series show IC50 in µM. hit rate 0.38% among 220,000;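 active = compound inhibiting the enzyme by more than half at any dose during confirmatory dose-response retesting; inconclusive = strong single-dose inhibitors picked by rank but not retested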;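 note: plate controls were full reaction with DMSO carrier for no effect and no enzyme background for full effect; strong numbers were not always called active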
Myeloid diff 2 – compounds promoting myeloid differentiation | ER-HoxA9 myeloid progenitors, lysozyme-GFP differentiation, flow cytometry | hit rate 1% among 360,000 | calls only at 10 µM;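 active = normalized GFP-positive differentiation at or above the plate's own cutoff, the solvent-only control mean plus 3 SD; inconclusive = no clear call, values can overlap the other calls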;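 note: cells exposed to compound for four days before flow analysis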
human PMI inhibitors – MPI inhibition at elevated mannose 6-phosphate – biochemical, fluorescence intensity, high mannose 6-phosphate, primary screen (AID 1220); recombinant PMI enzyme, coupled fluorescence intensity; higher % means a stronger effect; inhibition, % at 20 µM; hits with a dose series show IC50 in µM; hit rate 0.66% among 190,000
XIAP antagonists – XIAP antagonists, biochemical, IAP family, fluorescence polarization (AID 1018) | XIAP BIR domain, fluorescence polarization peptide displacement; higher % means a stronger effect | displacement, % at 20 µM, or IC50 in µM where a hit was titrated | hit rate 0.007% among 200,000; in the data active = displacement above about 50%; note: a part of the inactive calls stands beside numbers as strong as those of hits
Myeloid diff 2 GFP+ MAC1+ % – further read-out of Myeloid diff 2, marked with its call; GFP+ MAC1+ double positive, %; measured here: differentiation confirmed by MAC1 staining
The depositor's hits bear a star; i = inactive; u = inconclusive; x = no result given; + = active, no number. Cut-off read from the data, not from the text of the source, unless noted: active = inhibition above about 50%; inactive = the rest.

SMILES | LYP phosphatase | CSM14.1 death rescue | M1AAP inhibition | TNAP activation fold | PMI inhibitors | P. falciparum M17LAP | Myeloid diff 2 | Myeloid diff 2 GFP+ MAC1+ % | human PMI inhibitors | XIAP antagonists
CCCc1nnc(SCc2ccc(OCC)cc2)n1N | -1% | 0.3% | 2% | 1 | 19% | -15% | i | 0.4 | 12% | -6.1%
COc1cc(OC)cc(-c2cc(N3C(=O)Nc4ccccc4N3O)n[nH]2)c1 | 4% | -1.9% | -1% | 1.2 | 11% | -5% | i | 0.8 | 1% | -2.6%
O=C(CSc1nc2ccccc2s1)NNC(=S)Nc1ccccc1 | -1% | 0.8% | -8% | 1 | 11% | 13% | i | 0.5 | 12% | -7.8%
CCOc1ccc(OCCCC(=O)NC2=NCCS2)cc1 | -6% | -2.3% | -1% | 1.1 | -2% | 8% | i | 1.2 | 2% | -5.2%
Cn1nc(C(C)(C)C)c(NC(=O)c2cccs2)c1C(C)(C)C | -5% | x | 0% | x | x | -1% | i | 0.1 | x | x
CCN1CCN(c2ccc(NC(=O)c3ccc4c(c3)[nH]c(=O)n4Cc3ccc(F)cc3)cc2)CC1 | -7% | -2.2% | 2% | 1.1 | 1% | 7% | i | 0.2 | -5% | -1.8%
CC1CCCCC1NS(=O)(=O)c1ccc(S(=O)(=O)N2CCCC2)cc1 (stereo not drawn) | -3% | -0.6% | 7% | 1.1 | -8% | -6% | i | 1.2 | -1% | 0.0%
COC(=O)c1cc(OC)c(OC)cc1NC(=O)Cc1cccs1 | -5% | 0.2% | 0% | 1 | x | 12% | i | 0.4 | x | 0.3%
O=S(=O)(Nc1cccc(-c2cn3ccsc3n2)c1)c1ccc(F)cc1 | 1% | 1.1% | 8% | 1.1 | 24% | 5% | i | 0.6 | 12% | -6.5%
CC1=CC(C)(C)N2C(=O)C3(C(C#N)=C(N)OC4=C3C(=O)CCC4)c3c(C)c(C)cc1c32 (stereo not drawn) | -6% | -0.1% | 4% | 1.1 | -4% | -1% | i | 0.8 | -2% | -1.2%
c1ccc(C[n+]2c(-c3ccccc3)csc2Nc2ccccc2)cc1 | -2% | 0.8% | 5% | 1.1 | 5% | -3% | i | 0.1 | 0% | -8.3%
CCN(CC)C(=S)Oc1ccc(Cl)cc1Cl | -4% | x | 2% | x | x | 1% | i | 0.5 | x | x
CC(C)c1ccc(NC(=O)c2cc(S(=O)(=O)NCC3COc4ccccc4O3)ccc2F)cc1 (stereo not drawn) | 3% | -2.6% | 8% | 1.1 | 10% | -2% | i | 0.5 | 11% | -3.1%
CC(C)C(=O)Nc1nc2cc3c(cc2s1)OCO3 | -3% | -2.2% | 11% | 1 | 3% | 2% | i | 1.4 | 4% | -2.6%
Cc1ccc(S(=O)(=O)Nc2cc(-c3ccccc3)nn2C)cc1Cl | -4% | x | 11% | x | x | 1% | i | 0.4 | x | x
COC(=O)[C@H](C)NC(=O)Nc1ccc(OC)cc1OC | -1% | 2.2% | 10% | 1.1 | 1% | 12% | i | 0.6 | 3% | -6.2%
CCOc1ccc(C(=O)NC(=S)Nc2ccc(NC(=O)c3ccco3)cc2)cc1[N+](=O)[O-] | -3% | 1.3% | -4% | 1.1 | 3% | 10% | i | 0.4 | -7% | -3.0%
COc1ccc(-c2nnc(NC(=O)c3ccc(S(=O)(=O)N4CCCc5ccccc54)cc3)o2)cc1 | 1% | -0.7% | 2% | 1.1 | 3% | -4% | i | 2.7 | -5% | -3.7%
O=C(NC1=NCCS1)c1ccc(Cl)s1 | 0% | -2.9% | 9% | 1 | 8% | 4% | i | 5.1 | 8% | -7.7%
COc1ccc(/C(O)=C2\C(=O)C(=O)N(CCCN(C)C)C2c2ccccc2F)cc1Cl (stereo not drawn) | 1% | -0.8% | x | 1 | 9% | x | x | x | 11% | -2.4%
CCOc1nc(OCC)nc(N2CCC(C)CC2)n1 | -3% | x | -2% | 1.1 | 2% | -8% | i | 1.8 | 1% | -4.5%
Cc1cnc(C(=O)OCC(=O)Nc2oc(-c3ccccc3)c(-c3ccccc3)c2C#N)cn1 | -5% | 0.1% | 3% | 1.2 | 4% | 10% | i | 2.8 | 9% | 0.4%
CCOC(=O)[C@H]1O[C@@H]1C(=O)N[C@@H](CC(C)C)C(=O)NCCC(C)C | -3% | -1.2% | -8% | 1 | -2% | -4% | i | 1.9 | -10% | -5.1%
C(=NCCCN1CCOCC1)c1ccc2c(c1)OCO2 | 3% | -0.3% | 0% | 1.1 | 5% | 1% | i | 5.7 | 9% | 0.8%
Cc1cc(Br)ccc1OCCCCN1CCC(C)CC1 | -8% | 1.0% | 7% | 1.1 | -5% | 2% | i | 0.3 | -10% | -2.2%

Other entries follow.
SMILES | LYP phosphatase | CSM14.1 death rescue | M1AAP inhibition | TNAP activation fold | PMI inhibitors | P. falciparum M17LAP | Myeloid diff 2 | Myeloid diff 2 GFP+ MAC1+ % | human PMI inhibitors | XIAP antagonists
O=C(Nc1ccccc1)N(C1=NCCC1)c1ccc(OC(F)F)cc1 | -5% | -0.6% | -1% | 1.1 | -4% | 8% | i | 0.7 | 13% | -1.4%
CCN(CC)CCN(C)C(=O)c1ccc(OC2CCN(C(=O)C3CC3)CC2)cc1 | -4% | 2.0% | 3% | 1 | x | -12% | i | 0.2 | x | -2.4%
O=C(OCn1ncc(Br)c(Br)c1=O)c1ccc(F)cc1 | -8% | -1.2% | -7% | 1.1 | 10% | 7% | u | x | -2% | -8.0%
O=C1C(C=Nc2ccc(F)cc2)=C(O)c2ccccc21 | -6% | -2.2% | 6% | 1 | -1% | -3% | i | 0.0 | -4% | -10%
CCc1nnc(NC(=O)CSc2nnc(C)n2-c2ccc(C)cc2)s1 | -13% | 0.9% | 4% | 1.1 | -1% | 5% | i | 2.4 | -9% | -7.9%
Cc1ccc(/C=C(/C#N)C(=O)NC(=O)Oc2ccccc2)cc1 | 0% | -1.1% | 3% | 1.1 | 5% | 25% | i | 8.7 | 3% | -8.6%
COc1ccc(C2CC(c3cccs3)=NN2C(=O)COC(=O)c2cncc(Br)c2)cc1OC (stereo not drawn) | 9% | -0.3% | 6% | 1 | 17% | 2% | i | 0.4 | 16% | -11%
Cc1cc(/C=N/NC(=O)c2cccc([N+](=O)[O-])c2)c(C)n1-c1ccc(Cl)cc1Cl | 4% | -1.8% | 7% | 1 | -13% | -1% | i | 0.8 | -8% | 0.7%
COc1ccc(-n2c(=S)[nH]c3cc(C(=O)Nc4cccc(C)c4)ccc3c2=O)cc1 | -5% | -1.6% | 1% | 1.4 | 2% | -9% | i | 0.6 | -5% | -5.9%
O=C(NCCCN1CCCC1=O)c1cccs1 | 3% | -2.1% | 4% | 1.1 | 11% | -2% | i | 6.1 | 7% | -2.1%
CCCN(CCC)S(=O)(=O)c1ccc(C(=O)Nc2nnc(COC)o2)cc1 | 2% | -1.4% | -8% | 1.1 | -9% | 7% | i | 0.3 | -6% | -14%
CCCC(Oc1ccc(Br)cc1)c1nc2c3cc(OC)c(OC)cc3nc(=S)n2[nH]1 (stereo not drawn) | -2% | -1.3% | -1% | 1.2 | -20% | 5% | i | 0.4 | -13% | -4.6%
O=C(NCc1ccc2c(c1)OCO2)C1CCC(CNc2c(N3CCCCC3)c(=O)c2=O)CC1 (stereo not drawn) | -2% | x | 12% | 1.2 | 6% | 27% | i | 1.3 | 8% | -4.6%
COCCN1C=C(C(=O)OC)C(c2ccc3c(c2)OCO3)C(C(=O)OC)=C1 | -4% | 3.0% | 6% | 1.2 | 2% | -15% | i | 2.1 | 2% | 0.0%
CC(C)NC(=O)NC(=O)CSc1nnc(COc2ccccc2Cl)o1 | -2% | -0.8% | 5% | 1.1 | 10% | 1% | i | 0.9 | 10% | 4.3%
c1ccc2c(CCNc3ncnc4nc[nH]c34)c[nH]c2c1 | -1% | x | 14% | 2.1 | 12% | 14% | i | 1.5 | 13% | -1.3%
Oc1[nH]c2ccccc2c1C1=NCCCCC1 | -3% | 6.5% | 6% | 1 | 11% | 3% | i | 0.2 | 11% | -2.3%
CCC(=O)Nc1cc(-c2cc3ccccc3oc2=O)ccc1OC | -5% | 1.0% | 5% | 1.1 | 14% | 4% | i | 0.6 | 13% | 0.8%
O=C(COc1ccc(S(=O)(=O)NC2CCCCC2)cc1)NC1CCCCC1 | -5% | -2.2% | 4% | 1 | 3% | 9% | i | 0.0 | 4% | -5.5%
O=[N+]([O-])c1ccccc1NCCOc1ccccc1 | 3% | -1.4% | 1% | 1 | -1% | 23% | i | 0.9 | 16% | -1.2%
O=C(/C=C/c1cccs1)N1CCN(c2ccccc2F)CC1 | 9% | -1.2% | -1% | 1.1 | 1% | 3% | i | 0.5 | 0% | -4.5%
Cc1ccc(-c2nc(=S)c3c(n2CCN2CCOCC2)CC(C)(C)OC3)cc1 | -1% | 0.0% | 9% | 1 | 5% | 24% | i | 0.8 | 0% | -4.9%
COc1cnc(-c2ccccn2)nc1N(C)C | 6% | -0.3% | -6% | 1.3 | 5% | 6% | + | 2.6* | -9% | -1.5%
Cc1ccccc1C(=O)c1cccn1CC(=O)NC(C)c1ccc2c(c1)OCCO2 (stereo not drawn) | -2% | 3.5% | 4% | 1 | -3% | 0% | i | 0.4 | -2% | -7.5%
CCCC(=O)N1c2ccccc2C(=C2SC(C(=O)OC)=C(C(=O)OC)S2)C(=S)C1(C)C | 1% | 2.9% | 1% | 0.7 | 62%* | 15% | i | 0.7 | 33% | -6.6%

Later entries
SMILES | LYP phosphatase | CSM14.1 death rescue | M1AAP inhibition | TNAP activation fold | PMI inhibitors | P. falciparum M17LAP | Myeloid diff 2 | Myeloid diff 2 GFP+ MAC1+ % | human PMI inhibitors | XIAP antagonists
COC(=O)c1ccc(N2C(=O)CC(N(C)CCc3ccc(OC)c(OC)c3)C2=O)cc1 (stereo not drawn) | -11% | 2.4% | -5% | 1 | 6% | -3% | i | 0.9 | 2% | -21%
COc1ccc(Oc2ccc(/C=N/NC(=O)c3cccnc3)cc2[N+](=O)[O-])cc1 | 2% | -1.0% | 5% | 1.1 | -3% | 6% | i | 0.3 | -5% | -5.6%
Cn1c(CNC(=O)c2ccccc2F)nnc1SCCOc1ccccc1 | -3% | 0.1% | 12% | 1.1 | -8% | 9% | i | 0.5 | 0% | -5.5%
Cc1ccc(S(=O)(=O)Nc2ccc(Cl)cc2C(=O)c2ccccc2)cc1 | -2% | -1.2% | 4% | 1 | 12% | 3% | i | 1.0 | 6% | -4.8%
CC1(C)CC(=O)c2cc(OCC(=O)NCCCN3CCN(c4ccccc4F)CC3)ccc2O1 | -2% | -1.8% | 8% | 1.1 | 6% | -31% | i | 5.7 | 2% | -0.6%
O=C(NCCc1nnc2ccc(NCc3cccnc3)nn12)c1ccccc1F | -8% | 0.9% | 10% | 1.1 | -1% | 13% | i | 0.6 | 8% | -3.8%
